# USP2a inh: USP2a (human) protease inhibition; O75604; USP2 core, Ub-CHOP2 coupled fluorogenic reporter, 485/531; Potency, µM (top dose mostly 38.3 µM), for inactives: at the highest dose activity change, negative = inhibition, actives largely listed as inhibitors; 0.01% of 330,000 active;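 further: potency means the concentration at half of the fitted maximal effect; plate controls were DMSO wells for no effect and full inhibition by NEM control for full effect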
#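 Deubiquitinase activity read as fluorescence (485/531 nm) after Ub-CHOP2 cleavage activates the enterokinase reporter on its substrate; USP2 core 10nM, Ub-CHOP2 and substrate 25nM each, 30min compound preincubation then 60min RT; data normalized to NEM, curves fitted.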
# A-T KAP1 phos: candidate therapy for ataxia-telangiectasia. […] A-T fibroblasts, KAP-1 phosphorylation AlphaLISA; neocarzinostatin DNA damage 30 min before lysis. Potency, µM (doses to about 57.5 µM), for the others: top-dose activation, most hits filed as activators. 0.19% of 320,000 active. AID 485349; further: potency means the concentration at half of the fitted maximal effect; % of control where 0% means no effect; nearly all actives have a fitted effect of over 45% in size
#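 hTERT-immortalized A-T patient fibroblasts ([…]), 500 cells/well in OPTI-MEM, 1% FBS, got compounds for 60 min, then NCS for 30 min at 37C. Lysates were then assayed for phospho-KAP-1 by AlphaLISA (anti-pKAP1 donor, anti-KAP1 acceptor beads), 6 hr at 25C.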
# TCR activator: activates T cell receptor signaling; Potency, µM (top dose mostly 9.22 µM), for the others: at the highest dose activation of IL-2 secretion, actives largely listed as activators; primary human leukocytes, anti-CD3, IL-2 HTRF, 48 h; 330,000 tested, under 10 active; further: % of control where 0% means no effect
#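 HTRF read-out of IL-2 secretion: europium cryptate donor excited at 320nm, d2 acceptor emission at 665nm. Cells were primary human leukocytes incubated 48 hr with compounds and a-CD3 beads, supplying TCR signal only.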
# hERG WT inh: inhibitors of human wildtype KCNH2 potassium channel; Q12809; U2OS, BacMam KCNH2, thallium flux FluxOr; hits give low values; activity change, % at 1.84 µM; 0.37% of 340,000 active;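 active means maximum activity change below -70%; inconclusive means maximum activity change between -70% and -50%; inactive means maximum activity change above -50%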; further: on the % scale 0 is the no-effect control and ±100 the full control effect
# Target sequence (Q12809 whole entry, looked up): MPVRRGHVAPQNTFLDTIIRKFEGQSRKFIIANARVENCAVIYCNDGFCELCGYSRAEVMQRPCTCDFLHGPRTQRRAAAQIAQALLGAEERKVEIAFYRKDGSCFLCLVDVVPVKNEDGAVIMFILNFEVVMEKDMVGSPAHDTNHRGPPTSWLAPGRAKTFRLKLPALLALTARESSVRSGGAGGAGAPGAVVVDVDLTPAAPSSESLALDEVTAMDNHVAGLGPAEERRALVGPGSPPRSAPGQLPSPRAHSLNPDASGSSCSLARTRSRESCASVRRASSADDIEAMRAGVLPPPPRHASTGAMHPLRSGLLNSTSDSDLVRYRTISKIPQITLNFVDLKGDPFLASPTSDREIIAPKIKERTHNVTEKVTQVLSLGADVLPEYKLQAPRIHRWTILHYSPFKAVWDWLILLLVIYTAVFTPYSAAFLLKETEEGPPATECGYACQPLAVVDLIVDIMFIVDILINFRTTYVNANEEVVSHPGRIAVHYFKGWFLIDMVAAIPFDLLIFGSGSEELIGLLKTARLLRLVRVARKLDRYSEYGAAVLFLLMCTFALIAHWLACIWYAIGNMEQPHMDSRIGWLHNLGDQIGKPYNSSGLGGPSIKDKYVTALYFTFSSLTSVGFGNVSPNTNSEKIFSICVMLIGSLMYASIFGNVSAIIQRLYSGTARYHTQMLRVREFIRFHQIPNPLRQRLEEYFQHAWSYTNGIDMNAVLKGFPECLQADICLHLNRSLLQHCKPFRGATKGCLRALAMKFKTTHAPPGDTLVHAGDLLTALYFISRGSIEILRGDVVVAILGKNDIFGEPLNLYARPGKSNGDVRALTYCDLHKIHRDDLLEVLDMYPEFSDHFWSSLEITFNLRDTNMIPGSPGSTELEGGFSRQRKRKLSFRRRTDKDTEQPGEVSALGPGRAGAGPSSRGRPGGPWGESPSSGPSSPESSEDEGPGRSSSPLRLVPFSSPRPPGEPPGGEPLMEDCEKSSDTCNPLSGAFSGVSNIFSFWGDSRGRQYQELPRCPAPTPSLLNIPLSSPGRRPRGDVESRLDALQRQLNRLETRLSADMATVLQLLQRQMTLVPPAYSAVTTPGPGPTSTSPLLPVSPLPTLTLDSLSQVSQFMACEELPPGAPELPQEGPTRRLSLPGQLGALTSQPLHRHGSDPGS
#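 U2OS cells transduced with wild-type KCNH2 virus are loaded with FluxOr dye for 45 min, and thallium flux is measured in kinetic reads before and after stimulation buffer. Rate constants are normalized to DMSO controls.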
# Eya2 phos inh: inhibitors of human Eya2 phosphatase activity. O00167. 0.006% of 330,000 active. Potency, µM (titrated, usually from 76.9 µM), for the others: at the highest dose activity, negative = inhibition, most hits filed as inhibitors. AID 488837. recombinant Eya2, OMFP fluorescence dephosphorylation (OMFP is methylfluorescein phosphate); further: potency means the concentration at half of the fitted maximal effect; on the % scale 0 is the no-effect control and ±100 the full control effect
#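 Eya2 (0.2 uM) preincubated 10 min at ambient with compound, then OMFP substrate added at 50 uM; 10 min reaction in 50 mM HEPES pH 7.5, 50 mM NaCl, 5 uM MgCl2, 0.05% BSA, 1 mM DTT. Fluorescence read at Ex 485/Em 525 nm.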
# TRPV1 agonist: activates the human vanilloid receptor TRPV1; Q8NER1; TRPV1-expressing cells, Fluo-8 calcium influx, agonist mode; activation, % at 8.33 µM; 0.19% of 320,000 active; in the data active means activation above about 80%; inconclusive means between about 30% and that limit; further: 0% is about no effect
#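 Fluo-8 calcium influx in TRPV1-expressing cells, kinetic read (ex 480/em 520 nm). Compound added and read 3 min for agonist activity, followed by capsaicin at EC20 final and 2 min further read for enhancement.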
# TSHR antagonist: human thyrotropin receptor antagonism; P16473; TSHR-expressing cells, TSH-stimulated cAMP HTRF, 2 h; hits give low values; activity change, negative = inhibition, % at 11.5 µM; 0.2% of 330,000 active; AID 504810;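 active means activity change below a set negative limit, meaning inhibition stronger than a set level, cut at about -70% in these data; inconclusive means activity change between two set negative limits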; further: on the % scale 0 is the no-effect control and ±100 the full control effect
#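 Antagonism was scored as loss of TSH-driven cAMP in TSHR cells, stimulated with 4nM TSH (EC80) for 2 hours at 37 deg C and detected by homogeneous HTRF competition immunoassay.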
# KCNH2 3.1 inh: blocks the human KCNH2 3.1 channel isoform | AID 720553 | U2OS KCNH2 3.1, thallium flux FluxOr; hits give low values | 0.95% of 340,000 active | activity change, % (tested at about 1.8 µM);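 active means maximum activity change below -70%; inconclusive means maximum activity change from -70% to -50%; inactive means maximum activity change above -50%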;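 further: thallium influx rate constant from kinetic fluorescence after stimulation buffer; on the % scale 0 is the no-effect control and ±100 the full control effect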
#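 Virally transduced U2OS (3.1 isoform, 4 h infection in dark at RT) → overnight 37 C → FluxOr + Red40 in HBSS/HEPES, 45 min → stimulation buffer, 2 min kinetic read → rate constant vs DMSO controls.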
# ELG1 repair inh: blocks ELG1-dependent DNA repair in HEK293T cells | HEK293T ELG1-luciferase reporter, luminescence, 16 h; DNA damage induced by 5-fluorouridine | 2.3% of 330,000 active | Potency, µM (top dose mostly 46.1 µM), inactives show at the top dose activity change, negative = inhibition, most hits filed as inhibitors; further: potency means the concentration at half of the fitted maximal effect; on the % scale 0 is the no-effect control and ±100 the full control effect; nearly all actives have a fitted effect of over 55% in size
#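 Luminescence from the luciferase reporter, measured 30 min after ONE-Glo reagent at room temperature, was the read-out. Beforehand, 2,000 cells per well were exposed for 16 hr at 37 °C to 5-fluorouridine together with compound or vehicle.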
# Mito fusion act: mitochondrial division inhibition or fusion activation | Potency, µM (highest dose often 46.1 µM), for inactives: at the top dose growth rescue (activation), hits mostly activators | 0.23% of 320,000 active | S. cerevisiae fusion-defective mutant growth rescue, CellTiterGlo 48 h;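 further: potency means the concentration at half of the fitted maximal effect; % of control where 0% means no effect; nearly all actives have a fitted effect of over 45% in size; temperature-sensitive fusion mutants such as fzo1-1 at 37 °C on non-fermentable ethanol glycerol medium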
#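 Temperature-sensitive fusion-defective S. cerevisiae (e.g. fzo1-1, mgm1-5) were grown with compound in YPEG medium (3% ethanol, 3% glycerol) for 48 hours at 37C. Growth rescue was measured as viability by CellTiterGlo luminescence after 10 minutes at ambient.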
# * = called active by the depositor; ? = inconclusive; . = not tested or not shown; [ ] = dose if it differs, or a comment. Unless noted, the call rests on the fitted dose curve; in most records, active means well fitted curve in the direction sought with a large enough effect; inconclusive means small, poorly fitted or top-dose-only effect, or another doubt; inactive means no such curve, though single readings can be large; an effect the other way counts as inactive or inconclusive.
SMILES,USP2a inh,A-T KAP1 phos,TCR activator,hERG WT inh,Eya2 phos inh,TRPV1 agonist,TSHR antagonist,KCNH2 3.1 inh,ELG1 repair inh,Mito fusion act
Cc1ccc(C(=O)NC2CCN(CC(=O)NC3CCC(C)CC3)CC2)cc1 (stereo not drawn),0%,0%,-4%,-10,-4%,0,-9,-2,-3%,0%
COc1ccc(C(C(=O)NC2CCCC2)N(C(=O)c2snc(C(N)=O)c2N)c2cccc(O)c2)cc1 (stereo not drawn),1%,2%,4%,-4,14%,-4,-20,-8,16µM*,1%
CC(C)Nc1nc(-c2ccccn2)nc(-c2ccccc2)c1C#N,-7%,2%,-2%,-3,-7%,8,10,-11,?,6%
CCOc1ccc(NC(=O)CSC(N)=O)cc1,-1%,-6%,5%,-1,-1%,-2,18,-21,-7%,2%
CCOC(=O)Cc1csc(NC(=O)CCN2C(=O)c3cccc([N+](=O)[O-])c3C2=O)n1,-1%,2%,-1%,-13,-1%,-1,-9,12,-1%,-2%
Cc1ccc(N(C(C)C(=O)N2CCN(Cc3ccccc3)CC2)S(C)(=O)=O)cc1 (stereo not drawn),2%,-10%,.,6,-6%,-4,-43,6,?,-6%
O=C(NCC1CCCO1)c1ccc2c3n(nc2c1)-c1ccccc1CO3 (stereo not drawn),7%,-6%,-6%,-4,-5%,0,6,18,?,-65%[inhibitor]
Cc1cc(C)n(CCC(=O)N/N=C/c2ccccc2O)n1,2%,-4%,-2%[46.1 µM],-5,5%,0,-11,16,?,-4%
Cc1ccc(S(=O)(=O)N(C)C)cc1NC(=O)COC(=O)CCC1CCCCC1,-3%,-4%,3%,0,-36%,-1,15,-11,3%,6%
CC(=O)N1CCN(c2nc(CC(C)C)c3c(c2C#N)CCC3)CC1,-10%,5%,0%,2,-6%,93*,-6,-5,-1%,6%
CC1(C)Cc2c(C#N)c(N3CCN(C(=O)c4ccccc4)CC3)nc(Cc3ccccc3)c2CO1,6%,4%,4%,6,-6%,3,-10,-14,6%,-1%
Cc1cc2ncn(S(=O)(=O)c3ccc(S(=O)(=O)N4CCOCC4)cc3)c2cc1C,2%,5%,-1%,-8,-4%,1,2,4,-4%,-11%
COCCNC(=O)C(OC(=O)c1cc2oc(C)cc2n1C)C(C)C (stereo not drawn),0%,-4%,1%,-31,-12%,0,53,3,7%,1%
O=C1CN(C(=O)CSc2nc3ccccc3c(=O)n2CC2CCCO2)c2ccccc2N1 (stereo not drawn),1%,0%,-2%,-14,2%,-2,-1,7,-14%,-6%
CN(C[C@H](Cc1ccccc1)N(CCN(CCc1ccccc1)N=O)N=O)N=O,-1%,-28%,0%,19,?,3,-13,-200*,-2%,-2%
CC(=O)NNC(=O)c1sc(=S)n2c1[nH]c(=O)c1sccc12,0%,-22%,-3%,0,16%,0,7,-12,?,9%
C/C(CCc1ccc2c(c1)OCO2)=N\N=C1\NC(=O)CC(C(=O)Nc2ccccc2)S1 (stereo not drawn),0%,1%,5%,11,-14%,3,-1,7,11%,-3%
Cc1cc(N(CCO)CCO)ccc1N=Nc1cc(F)ccc1F,-6%,-6%,3%,-4,-16%,5,-6,-10,?,-3%
COc1ccc(-c2nn(-c3ccccc3)cc2/C=N/O)cc1OC,0%,-10%,1%,20,7%,3,-4,14,-14%,-50%[inhibitor]
CSCC[C@H](NC(=O)OC(C)(C)C)c1nnc(SCC(N)=O)o1,-5%,0%,0%,-7,0%,-1,21,-4,3%,-6%
CCOc1cc(C=NNC(=O)c2cccc(S(=O)(=O)N3CCCC3)c2)ccc1O,1%,-3%,-1%,25,7%,.,.,-3,?,.
O=C(CSc1nc2c(c(=O)n1-c1ccc(Cl)cc1)SCC2)Nc1nccs1,1%,-9%,1%,-3,-4%,-7,0,5,-10%,-12%
CCCn1c(SCC(=O)c2ccc(OC)c(OC)c2)nc2c1c(=O)n(C)c(=O)n2C,0%,0%,-4%[46.1 µM],15,2%,-5,50,6,?,2%
NC(=O)c1c(NC(=O)Cc2ccccc2)sc2c1CCN(Cc1ccccc1)C2,7%,8%,-1%,-26,-8%,2,5,-48,3%,1%
c1ccc(-n2c(-c3ccncc3)nnc2N2CCOCC2)cc1,1%,10%,.,-11,21%[15.4 µM],1,-3,5,-1%,0%
CCN=C1SC(C(=O)Nc2cccc(C(=O)O)c2)CC(=O)N1CC (stereo not drawn),2%,12%,.,-3,12%,1,9,-3,10%,0%
O=C(CSc1ccc(F)cc1)Nc1ccc(C2SCCS2)cc1,0%,6%,6%,29,-1%,30,-4,4,?,-1%
O=C(CNS(=O)(=O)c1ccc(F)cc1)N1CCCCCC1,1%,9%,1%,-5,13%,2,7,3,?,-1%
Cc1[nH]c2ccccc2c1CN1CCN(c2ccccn2)CC1,2%,4%,3%,7,-6%,-1,8,1,-21%,-1%
CCOc1ccc(NC(=O)c2cc3c(=O)n(C)c4ccccc4c3n2C)cc1,1%,-5%,6%,1,-3%,0,11,7,8%,2%
CN(C)C(=O)CSc1nnc(-c2ccncc2)n1Cc1ccco1,0%,9%,-2%,18,-3%,-2,-23,0,5%,10%
COc1ccc(C2(C)NC(=O)N(CC(=O)Nc3ccc4ccccc4c3)C2=O)cc1OC (stereo not drawn),-1%,4%,-4%,4,-34%,7,-13,24,?,-1%
CCOC(=O)c1cc(-c2ccc(Cl)s2)[nH]n1,-2%,15%,6%,-1,-2%,.,25,-6,8%,0%
COc1ccc(N(C(C)=O)c2nc(C)cc(C)c2C#N)c(OC)c1,2%,1%,.,-1,-4%,-2,6,14,-3%,-1%
Cc1ccccc1CNC(=O)C(=O)NCC1CCCN1S(=O)(=O)c1ccccc1 (stereo not drawn),-1%,-4%,-1%,-5,1%,-3,4,-1,10%,0%
COC(=O)c1cccc(NC(=O)CSc2nnc(C)o2)c1,1%,1%,7%,7,0%,-1,5,-1,18%,5%

# Arranged by SMILES length (ascending): some entries from above.
SMILES,USP2a inh,A-T KAP1 phos,TCR activator,hERG WT inh,Eya2 phos inh,TRPV1 agonist,TSHR antagonist,KCNH2 3.1 inh,ELG1 repair inh,Mito fusion act
CN(C)C(=O)CSc1nnc(-c2ccncc2)n1Cc1ccco1,0%,9%,-2%,18,-3%,-2,-23,0,5%,10%
CCOc1ccc(NC(=O)c2cc3c(=O)n(C)c4ccccc4c3n2C)cc1,1%,-5%,6%,1,-3%,0,11,7,8%,2%
Cc1ccccc1CNC(=O)C(=O)NCC1CCCN1S(=O)(=O)c1ccccc1 (stereo not drawn),-1%,-4%,-1%,-5,1%,-3,4,-1,10%,0%
COc1ccc(C2(C)NC(=O)N(CC(=O)Nc3ccc4ccccc4c3)C2=O)cc1OC (stereo not drawn),-1%,4%,-4%,4,-34%,7,-13,24,?,-1%

# Three entries already listed, ordered by the number in TRPV1 agonist, low to high:
Structure,TCR activator,Eya2 phos inh,TRPV1 agonist,TSHR antagonist
Cc1ccccc1CNC(=O)C(=O)NCC1CCCN1S(=O)(=O)c1ccccc1 (stereo not drawn),-1%,1%,-3,4
COC(=O)c1cccc(NC(=O)CSc2nnc(C)o2)c1,7%,0%,-1,5
COc1ccc(C2(C)NC(=O)N(CC(=O)Nc3ccc4ccccc4c3)C2=O)cc1OC (stereo not drawn),-4%,-34%,7,-13

# Screening data (PubChem)

# The list is partial; the hit share may differ from the screen's.
